BLM helicase inh – Bloom syndrome helicase (human) inhibition. P54132. recombinant BLM DNA unwinding, fluorescence dequenching. Potency, µM (doses to about 56.1 µM), inactives show at the highest dose activity change, negative = inhibition, most hits filed as inhibitors. 0.2% of 350,000 active. AID 2528;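 note: plate controls were vehicle for no effect and no enzyme for full effect; nearly all actives have a fitted effect of over 35% in size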
BAZ2B inh – BAZ2B (human) inhibition. Q9UIF8. AlphaScreen BAZ2B-H3K14Ac peptide displacement. Potency, µM (doses to about 114 µM), inactives show at the top dose activity change, negative = inhibition, most hits filed as inhibitors. 4.4% of 360,000 active. AID 504333; note: % is set by controls: 0 for no effect and ±100 for the full control effect; nearly all actives have a fitted effect of over 60% in size
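AlphaScreen displacement of biotin-H3(5-23)K14Ac peptide (50 nM final) from BAZ2B (50 nM final) in PBS pH 7.4, 0.01% Tween-20; complex preformed 30 min RT, then compounds (top 110 uM) 30 min RT, beads 20 min dark.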
JMJD2A Tudor inh – JMJD2A Tudor domain (human) inhibition; O75164; AlphaScreen JMJD2A-Tudor / H3K4me3 peptide binding; Potency, µM (highest dose often 114 µM), for the others: top-dose activity change, negative = inhibition, usual class: inhibitors; 4.4% of 390,000 active; note: % is set by controls: 0 for no effect and ±100 for the full control effect; nearly all actives have a fitted effect of over 50% in size
Target sequence (O75164 whole entry, looked up, the tested form may be a part): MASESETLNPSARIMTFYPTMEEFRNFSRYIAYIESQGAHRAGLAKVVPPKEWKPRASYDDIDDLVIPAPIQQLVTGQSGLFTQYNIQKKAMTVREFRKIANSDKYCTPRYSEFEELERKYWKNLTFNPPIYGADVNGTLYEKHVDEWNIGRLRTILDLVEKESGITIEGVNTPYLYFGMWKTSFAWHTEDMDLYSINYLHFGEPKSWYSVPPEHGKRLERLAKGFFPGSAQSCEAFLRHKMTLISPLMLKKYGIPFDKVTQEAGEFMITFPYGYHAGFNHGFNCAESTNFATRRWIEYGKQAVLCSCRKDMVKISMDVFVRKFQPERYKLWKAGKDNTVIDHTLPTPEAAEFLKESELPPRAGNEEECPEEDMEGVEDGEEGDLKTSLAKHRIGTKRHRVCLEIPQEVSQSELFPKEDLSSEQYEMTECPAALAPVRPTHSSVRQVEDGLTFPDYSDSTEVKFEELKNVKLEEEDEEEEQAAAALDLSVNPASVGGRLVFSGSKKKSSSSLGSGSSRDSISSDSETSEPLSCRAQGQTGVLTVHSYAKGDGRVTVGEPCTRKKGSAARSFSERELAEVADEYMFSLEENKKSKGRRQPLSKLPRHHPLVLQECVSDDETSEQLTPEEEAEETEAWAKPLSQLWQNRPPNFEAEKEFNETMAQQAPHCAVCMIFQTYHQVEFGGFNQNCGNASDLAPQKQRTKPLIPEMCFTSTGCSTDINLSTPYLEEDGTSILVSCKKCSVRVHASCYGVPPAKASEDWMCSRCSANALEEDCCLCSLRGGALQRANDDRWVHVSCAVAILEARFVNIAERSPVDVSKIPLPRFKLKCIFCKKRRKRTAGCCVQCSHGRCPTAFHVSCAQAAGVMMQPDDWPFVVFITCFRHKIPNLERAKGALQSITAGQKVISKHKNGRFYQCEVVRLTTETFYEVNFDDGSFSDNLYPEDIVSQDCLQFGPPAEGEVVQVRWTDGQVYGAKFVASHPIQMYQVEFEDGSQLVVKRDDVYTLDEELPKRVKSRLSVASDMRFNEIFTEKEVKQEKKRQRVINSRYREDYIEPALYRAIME
APEX1 inh – blocks human APE1 abasic DNA cleavage | P27695 | recombinant APE1, TAMRA/BHQ-2 abasic DNA cleavage fluorescence | Potency, µM (series often up to 65.8 µM), for inactives: at the top dose activity change, negative = inhibition, most hits filed as inhibitors | 0.35% of 350,000 active;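 note: plate controls were vehicle for no effect and reference inhibitor for full effect; nearly all actives have a fitted effect of over 55% in size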
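Step 1: APE1 (0.75 nM) with compound, 15 min RT. Step 2: add 50 nM fluorophore/quencher THF duplex. Step 3: three fluorescence reads 60 s apart (525/598 nm); read 3 minus read 1 = reaction progress.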
Pol eta inh – DNA polymerase eta (human) inhibition; Q9Y253; recombinant Pol eta, fluorescent DNA replication assay; 1.2% of 390,000 active; Potency, µM (series often up to 114 µM), for inactives: at the top dose activity change, negative = inhibition, hits mostly inhibitors; note: % is set by controls: 0 for no effect and ±100 for the full control effect
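Fluorescent replication assay: 50 nM final substrate added after a 15 min room-temperature compound preincubation with 10 nM enzyme. Signal taken at 0 min and again at 10 min.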
Pol kappa inh – DNA polymerase kappa (human) inhibition | purified Pol kappa, fluorescent DNA synthesis assay, 10 min | Potency, µM (highest dose often 107 µM), without a hit: at the highest dose activity, negative = inhibition, most hits filed as inhibitors | 0.53% of 400,000 active; note: % is set by controls: 0 for no effect and ±100 for the full control effect
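Enzyme at 10 nM met test compounds for 15 min at room temperature. Substrate addition (50 nM final) began the reaction, which was monitored by fluorescence at 0 and 10 min.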
G9a inh – inhibitors of human histone lysine methyltransferase G9a. Q96KQ7. G9a H3K9 monomethylation, AlphaScreen, 2 h. Potency, µM (series often up to 102 µM), inactives show at the top dose activity, negative = inhibition, actives largely listed as inhibitors. 8.8% of 350,000 active; note: % is set by controls: 0 for no effect and ±100 for the full control effect; nearly all actives have a fitted effect of over 75% in size
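Enzyme 20 nM + cpd, 15 min RT; add b-H3K9 pep 500 nM / SAM 20 uM; 2 h RT; anti-H3K9me1 Ab 0.5 ug/mL + SA donor / anti-rabbit acceptor beads 20 ug/mL each, 10 min; AlphaScreen read.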
POLI inh – inhibitors of human DNA polymerase iota; 1% of 390,000 active; Pol iota fluorescent replication assay, 10 min; Potency, µM (titrated, usually from 115 µM), without a hit: at the highest dose activity, negative = inhibition, actives largely listed as inhibitors
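Fluorescent replication assay read twice, at 0 min and 10 min after adding 50 nM (final) substrate. Enzyme (10 nM) and compounds were first incubated 15 min at room temperature; enzyme-free buffer wells were negative controls.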
Pol beta inh – DNA polymerase beta (human) inhibition; P06746; Pol beta primer extension/strand displacement, fluorescence kinetic; Potency, µM (titrated, usually from 114 µM), inactives show top-dose activity change, negative = inhibition, actives largely listed as inhibitors; 1.3% of 340,000 active; AID 485314; note: % is set by controls: 0 for no effect and ±100 for the full control effect
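Pol beta (10 nM) was preincubated with compound for 15 min at room temperature. The reaction was then started with 50 nM substrate and read immediately and after a further 10 min at room temperature.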
* marks the source's active call; other numbers are inactive results; u = inconclusive; x = no result given; & = joins results of further samples; [ ] = another dose, or the depositor's remark. Calls come from the whole dose curve; as a rule, active = well fitted curve in the direction sought with a large enough effect; inconclusive = small, poorly fitted or top-dose-only effect, or another doubt; inactive = no such curve, though single readings can be large; an effect the other way counts as inactive or inconclusive. Potency is the fitted concentration of half-maximal effect. The list is partial; count on the stated rates, not on these rows.

Labels used below: A = BLM helicase inh; B = BAZ2B inh; C = JMJD2A Tudor inh; D = APEX1 inh; E = Pol eta inh; F = Pol kappa inh; G = G9a inh; H = POLI inh; I = Pol beta inh
> O=C(NCc1ccc2c(c1)OCO2)c1cccc(C(=O)NCc2ccc3c(c2)OCO3)c1
  A: -7%; B: x; C: -21%; D: -7%; E: -1%; F: -2%; G: 18%[59 µM]; H: -5%; I: 8%
> C/C(CC(=O)NCc1ccco1)=N\NC(=O)Cc1ccc(-c2ccccc2)cc1
  A: -6%; B: -23%; C: -6%; D: 5%; E: -1%; F: 3%; G: 13%[59 µM]; H: 35%[activator]; I: -4%
> CCc1cn([C@H]2C[C@H](O)[C@@H](CO)O2)c(=O)[nH]c1=O
  A: -4%; B: 10%; C: -13%; D: 21%&0%; E: -16%; F: 0%; G: 8%[12.7 µM]; H: 19%; I: 0%
> O=[N+]([O-])c1ccc(N2CCN(Cc3ccc([N+](=O)[O-])o3)CC2)cc1
  A: -4%; B: 32µM*; C: 20µM*; D: 15%; E: -16%; F: 0%; G: u; H: 21%; I: 1%
> COc1ccc(C2(C(=O)N3CCC(n4nc(-c5ccccc5)oc4=O)CC3)CC2)cc1
  A: -2%; B: -9%; C: -5%; D: 25%; E: -3%; F: 3%; G: 47%; H: 33%[activator]; I: -1%
> COc1ccc(CC(=O)N2CCc3cc(OC)c(OC)cc3C2)cc1
  A: -6%; B: 6%; C: -12%; D: 3%; E: -1%; F: -9%; G: -5%; H: 64%[activator]; I: 21%
> Cc1c(Cl)cccc1-n1ncc(C(=O)N2CCc3ccccc3C2)c1C1CCN(C(=O)OC(C)(C)C)CC1
  A: -3%; B: -2%[57.1 µM]; C: -11%; D: x; E: -18%; F: 0%; G: -6%[59 µM]; H: 20%; I: 29%
> CC(=O)c1ccc(N=C2SCCCN2C(=O)C2CCCCC2)cc1
  A: -5%; B: -20%; C: -12%; D: -8%; E: -20%; F: -1%; G: -8%[59 µM]; H: 8%; I: 21%
> CCOCCCNC(=O)C1CCN(Cc2ccc(OCc3ccccc3)c(OC)c2)CC1
  A: 1%; B: -11%; C: u; D: 8%; E: -19%; F: 6%; G: 50µM*; H: 18%; I: 3%
> C/C(=N\NC(=O)C(NC(=O)c1ccccc1)C(C)C)c1ccccc1 (stereo not given)
  A: -2%; B: -9%; C: -5%; D: 15%; E: -19%; F: -7%; G: -27%[12.7 µM]; H: 16%; I: 22%
> O=C1NCCN(Cc2cccc(Oc3ccccc3)c2)C1CC(=O)N1CCCCO1 (stereo not given)
  A: -3%; B: -2%; C: -12%; D: 8%; E: 3%; F: -3%[60.1 µM]; G: 12%[0.501 µM]; H: u; I: -2%
> COc1ccc(NC(=O)CCCN2C(=O)C(c3ccccc3)Oc3cccnc32)cc1OC (stereo not given)
  A: -4%&-4%; B: u; C: -29%&-11%; D: 6%; E: 6%&-6%; F: -2%&-11%; G: 0%&-41%[59 µM]; H: u; I: 2%&-3%
> Cc1ccc2c(c1)N(Cc1cccc(F)c1)C(=O)C(C)O2 (stereo not given)
  A: -6%; B: 10%[0.457 µM]; C: 58%[activator]; D: 10%; E: -16%; F: -7%; G: 57%[59 µM]; H: -22%; I: 1%
> CC(CC(=O)Nc1nncs1)c1ccccc1 (stereo not given)
  A: 1%; B: 7%; C: 5%; D: 1%; E: -18%; F: 0%; G: 1%[59 µM]; H: 2%; I: 11%
> Cc1noc(C)c1COC(=O)c1csc2c1CCC(C)C2 (stereo not given)
  A: x; B: 130%[activator]; C: 77%[activator]; D: -15%; E: -20%; F: 1%; G: 67%[activator][59 µM]; H: 7%; I: x
> COc1ccccc1C1CCN(Cc2cccc(C(=O)N3CCC(O)CC3)c2)CC1
  A: 1%; B: -13%; C: -14%; D: 3%; E: 3%; F: -17%; G: 7%[12.7 µM]; H: 8%; I: 42%
> COc1ccc(S(=O)(=O)N2CCCCC2)cc1NC(=O)CN1CCN(C(C)=O)CC1
  A: 1%; B: -18%; C: -8%; D: 6%; E: -12%; F: -12%; G: 1%; H: 44%[activator]; I: 10%
> COC(=O)CN(C#N)c1nc(OC)nc(N(C)C)n1
  A: 2%; B: 7%; C: -13%; D: 2%; E: -2%; F: -23%; G: -3%; H: 10%; I: 26%
> Oc1ccc(/C=N/NC(=S)Nc2cccnc2)c(O)c1
  A: 2%; B: 2.8µM*; C: 40µM*; D: -2%; E: -13%; F: -6%; G: 25µM*; H: 7%; I: 11%
> COc1ccc(C2/C(=C(/O)c3ccc4c(c3)CC(C)O4)C(=O)C(=O)N2CCCn2ccnc2)cc1OC (stereo not given)
  A: x; B: x; C: -12%; D: x; E: -11%; F: 3%; G: x; H: -5%; I: x
> CN1CCN(CCC(=O)N/N=C/c2ccccn2)CC1
  A: 5%; B: u; C: 7.9µM*; D: 13%; E: -8%; F: -1%; G: 1.3µM*; H: -12%; I: 44%
> CC(CC(=O)O)Nc1ccccc1O (stereo not given)
  A: -3%; B: 45µM*; C: 0.1µM*; D: u; E: -10%; F: -20%; G: 2µM*; H: u; I: -1%
> COc1ccc(NC(=O)CC2Nc3ccccc3NC2=O)c([N+](=O)[O-])c1 (stereo not given)
  A: -2%; B: -15%; C: -9%; D: -6%; E: -18%; F: -13%; G: 50µM*; H: 120%[activator]; I: 24%
> COc1cc(/C=C/C(=O)OCC(=O)Nc2cccc(F)c2)ccc1O
  A: x; B: x; C: -18%; D: -11%; E: -16%; F: -3%; G: x; H: 55%[activator]; I: x
> COc1ccc(S(=O)(=O)NC(Cc2ccccc2)C(=O)O)cc1 (stereo not given)
  A: -1%; B: -12%; C: -4%; D: 15%; E: -4%; F: -4%; G: 3%; H: -9%; I: 18%

Reformatted with values under each structure: four of the compounds above
Each structure is followed by: BLM helicase inh	BAZ2B inh	JMJD2A Tudor inh	APEX1 inh	Pol eta inh	Pol kappa inh	G9a inh	POLI inh	Pol beta inh
> COc1ccc(C2/C(=C(/O)c3ccc4c(c3)CC(C)O4)C(=O)C(=O)N2CCCn2ccnc2)cc1OC (stereo not given)
    x	x	-12%	x	-11%	3%	x	-5%	x
> CN1CCN(CCC(=O)N/N=C/c2ccccn2)CC1
    5%	u	7.9µM*	13%	-8%	-1%	1.3µM*	-12%	44%
> CC(CC(=O)O)Nc1ccccc1O (stereo not given)
    -3%	45µM*	0.1µM*	u	-10%	-20%	2µM*	u	-1%
> COc1ccc(NC(=O)CC2Nc3ccccc3NC2=O)c([N+](=O)[O-])c1 (stereo not given)
    -2%	-15%	-9%	-6%	-18%	-13%	50µM*	120%[activator]	24%

The list continues:
Labels used below: A = BLM helicase inh; B = BAZ2B inh; C = JMJD2A Tudor inh; D = APEX1 inh; E = Pol eta inh; F = Pol kappa inh; G = G9a inh; H = POLI inh; I = Pol beta inh
> COc1cccc(N2CCN(C(=O)C3CCCN(S(=O)(=O)c4cccc5nsnc45)C3)CC2)c1 (stereo not given)
  A: -5%; B: x; C: -35%; D: x; E: u; F: -10%; G: -19%[59 µM]; H: 34%[activator]; I: 1%
> CCOc1ccccc1Nc1nnc(SCC(=O)NC(=O)c2cccn2C)s1
  A: -26%; B: -34%; C: -21%; D: -4%; E: -13%; F: 5%; G: u; H: 15%; I: 3%
> c1ccc(-c2ccccc2-c2nc(-c3cccnc3)no2)cc1
  A: -6%; B: 38%; C: 48%[activator]; D: -2%; E: -13%; F: -10%; G: 17%[12.7 µM]; H: -14%; I: u
> CC1Cc2ccccc2N1C(=O)COC(=O)c1ccc(O)cc1 (stereo not given)
  A: -5%; B: -3%; C: -2%; D: 0%; E: -8%; F: 15%; G: 16%[12.7 µM]; H: 11%; I: 5%
> CC(=O)Nc1ccc(SCC(c2ccccc2)N2CCN(C)CCC2=O)cc1 (stereo not given)
  A: 4%; B: x; C: -11%; D: 20%; E: x; F: -16%; G: x; H: 35%[activator]; I: x
> COc1ccc(NC(=S)N(CCCN2CCCC2)Cc2cccs2)cc1
  A: -11%; B: u; C: -7%; D: 5%; E: -5%; F: -6%; G: -7%[59 µM]; H: 126%[activator]; I: 7%
> Cc1ccc(-n2ncc3c(=O)n(CC(=O)N4CCN(C(=O)c5ccco5)CC4)cnc32)cc1
  A: x; B: 8%; C: -2%; D: 2%; E: u; F: -11%; G: 34%[12.7 µM]; H: 17%; I: x
> COc1ccc([C@H]2CC(=O)C=C(c3ccc(CO)cc3)C2)cc1
  A: x; B: 4%; C: 28µM*; D: -6%; E: -16%; F: -18%; G: 11%[0.501 µM]; H: 23%; I: x
> COc1ccc(C(=O)C(C)N(C(=O)c2ccc(Cl)cc2Cl)N2C(=O)C3C4C=CC(C4)C3C2=O)cc1 (stereo not given)
  A: -9%; B: 0%; C: -20%; D: -5%; E: -16%; F: 2%; G: -3%; H: 0%; I: -11%
> CN(CCC1CCOCC1)C(=O)C1CCC(=O)N(CCc2ccc(Cl)cc2)C1 (stereo not given)
  A: -1%; B: -4%; C: 1%; D: 48%[activator]; E: -11%; F: 3%; G: 1%; H: 26%; I: 0%
> CN1C(C(=O)NCc2cccc(Br)c2)CC2Cn3c(nc4cc(Cl)c(Cl)cc43)C21 (stereo not given)
  A: -1%; B: -37%; C: -10%; D: 5%; E: -15%; F: 1%; G: -29%[12.7 µM]; H: -15%; I: 6%
> COc1ccc(C(=O)N(Cc2ccccc2)c2cccc(C)c2)c(OC)c1OC
  A: -8%; B: -4%; C: -12%; D: 12%; E: -29%; F: -1%; G: 49%; H: 17%; I: 40%
> Cc1cc(SCC(=O)c2cccc([N+](=O)[O-])c2)nc(=O)[nH]1
  A: -18%; B: u; C: u; D: 16%; E: 20µM*; F: 79µM*; G: 28µM*; H: u; I: -25%
> COc1ccccc1C(=O)Nc1cccc(OCc2cc(=O)n3c4c(sc3n2)CCCC4)c1
  A: -4%; B: -3%; C: -9%; D: x; E: -3%; F: -12%; G: 8%[59 µM]; H: 12%; I: 24%
> CC(=O)N1CCOc2ccc(S(=O)(=O)NC[C@H]3O[C@@H](n4ccc(=O)[nH]c4=O)[C@H](O)[C@@H]3O)cc21
  A: x; B: x; C: -12%; D: x; E: 5%; F: -7%; G: x; H: -3%; I: x
> Clc1ccccc1-c1ncnc2ccc(Br)cc12
  A: -3%; B: x; C: 21%; D: -3%; E: -15%; F: 6%; G: 2%; H: 11%; I: 25%

Compound activity: PubChem, National Center for Advancing Translational Sciences (NCATS)
